thrombin 1536: human alpha-thrombin inhibitors, primary screen, counter-screen for coagulation protease inhibitor project, biochemical, 1536-well, fluorogenic AMC substrate; Boc-VPR-AMC fluorogenic substrate cleavage; inhibition, % at 5 µM; actives 0.26% (n = 220,000); AID 1046, 2008;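 active = inhibition at or above 40%; inactive = inhibition below 40%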;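 note: 0% = enzyme with no compound and 100% = wells without enzyme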
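Material: human alpha-thrombin protein. Incubation: reaction at ambient temperature. Technique: fluorescence of released AMC, ex 355 nm, em 460 nm. Control set: no-compound enzyme wells and no-enzyme blanks. Also added: Boc-VPR-AMC substrate, 15 µM final. Buffer or medium: pH 7.5 Tris (50 mM) with NaCl 150 mM, Tween 20 0.05%.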
Furin inhibitor: human furin inhibitors, primary screen, biochemical, fluorescence intensity. P09958. purified furin, fluorogenic substrate cleavage. inhibition, % at 30 µM. actives 0.061% (n = 220,000). AID 463115, 2010; in the data active = inhibition above about 25%; note: inactives centre near -15
Target sequence (P09958 108-714 limits assumed): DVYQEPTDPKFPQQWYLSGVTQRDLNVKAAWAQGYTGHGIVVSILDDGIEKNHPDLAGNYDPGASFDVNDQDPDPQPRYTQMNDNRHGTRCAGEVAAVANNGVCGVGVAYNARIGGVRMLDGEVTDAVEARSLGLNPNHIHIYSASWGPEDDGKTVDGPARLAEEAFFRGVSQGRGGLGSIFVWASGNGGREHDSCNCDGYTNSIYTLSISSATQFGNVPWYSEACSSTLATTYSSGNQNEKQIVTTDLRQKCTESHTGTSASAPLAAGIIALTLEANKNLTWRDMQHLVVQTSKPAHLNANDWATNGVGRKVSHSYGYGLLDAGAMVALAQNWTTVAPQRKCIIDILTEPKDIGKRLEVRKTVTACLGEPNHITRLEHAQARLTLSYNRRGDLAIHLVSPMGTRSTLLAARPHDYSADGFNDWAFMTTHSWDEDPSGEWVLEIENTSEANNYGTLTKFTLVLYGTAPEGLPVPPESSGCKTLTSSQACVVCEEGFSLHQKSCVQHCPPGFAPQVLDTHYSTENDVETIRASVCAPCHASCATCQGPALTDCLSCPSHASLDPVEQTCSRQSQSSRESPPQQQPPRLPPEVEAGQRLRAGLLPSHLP
p97 inhibitor: inhibitors of human p97 ATPase, primary screen, biochemical; inhibition, % at 8 µM; actives 0.42% (n = 220,000); AID 1481, 2009; Transitional endoplasmic reticulum ATPase (Homo sapiens), P55072; recombinant p97 ATPase, Kinase-Glo ATP luminescence, 3 h; in the data active = inhibition above about 15%;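 note: 0% = DMSO vehicle and 100% = wells lacking enzyme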
FXIIa inh 1536: human FXIIa protease inhibitors, primary screen, biochemical, 1536-well | Coagulation factor XII (Homo sapiens), P00748 | purified FXIIa, Boc-QGR-AMC fluorogenic substrate, 2 h | inhibition, % at 5 µM | actives 0.3% (n = 220,000); in the data active = inhibition above about 40%;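 note: 0% = enzyme with no compound and 100% = blank without enzyme; many of its hits are not listed in these tables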
Cl transport mod: KCC2 cotransporter modulators, thallium flux, primary screen, cell-based, HEK293 KCC2, FluoZin-2 fluorescence, MLSMR; Solute carrier family 12 member 5 (Homo sapiens), Q9H2X9; KCC2 cells, thallium flux FluoZin-2 fluorescence; B-score of Tl+ flux slope (higher = more flux/activation; lower = inhibition) at 10 µM; actives 2.2% (n = 190,000); AID 1456, 2008;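 active = thallium flux slope and its plate-corrected score both differing from the plate sample mean at a set confidence after two filtering rounds, in either direction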;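 note: slope of fluorescence scaled to starting intensity during 10 to 20 s after thallium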
Wee1 degr inh: Wee1 degradation inhibitors, primary screen, cell-based, HeLa, Wee1K328M-luciferase, luminescence; actives 1.2% (n = 220,000); Wee1-like protein kinase (Homo sapiens), P30291; reporter increase, % at 5 µM; HeLa Luc-Wee1K328M stability; 100% = proteasome inhibitor MG132 effect; AID 1321, 2008;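 active = activation above the mean of all tested compounds plus 3 SD, set per screening run, cut at about 8.8% in these data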;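 note: cells exposed to compound for 20 h before luminescence read; 0% = DMSO alone and 100% = MG132 at 30 µM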
PERK inh: block of dimerizer-induced PERK translation repression, primary screen, PERK inhibitor project, CHO PERK-DD cells, SEAP luminescence, HTS; Eukaryotic translation initiation factor 2-alpha kinase 3 (Homo sapiens), Q9NZJ5; CHO PERK-DD fusion, SEAP luminescence translation reporter; inhibition, % at 5.6 µM; actives 0.17% (n = 220,000); AID 1416, 2008;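 active = inhibition above the mean inhibition of all tested compounds plus 3 SD, set separately per screening campaign, cut at about 2.9% in these data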;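 note: PERK kinase domain activated by AP20187 dimerizer at 100 nM; 0% = DMSO with dimerizer and 100% = rapamycin at 8.4 µM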
FXIa inh 1536: human FXIa protease inhibitors, primary screen, biochemical, 1536-well; actives 0.14% (n = 220,000); Coagulation factor XI (Homo sapiens), P03951; purified FXIa, Boc-Glu-Ala-Arg-AMC fluorogenic substrate; inhibition, % at 5 µM;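 active = inhibition of at least 40%; inactive = inhibition below 40%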;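 note: fluorescence of freed AMC excited at 355 nm; 0% = enzyme without compound and 100% = no enzyme blank; many of its hits are not listed in these tables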
hK5 inh: human KLK5 protease inhibitors, primary screen, biochemical, 1536-well | Kallikrein-5 (Homo sapiens), Q9Y337 | recombinant hK5, fluorogenic AMC substrate cleavage | inhibition, % at 5 µM | actives 0.59% (n = 210,000) | AID 873, 2007;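 active = inhibition of 40% or more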;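 note: 0% = enzyme controls without compound and 100% = no-enzyme blanks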
Target sequence (Q9Y337 67-293 limits assumed): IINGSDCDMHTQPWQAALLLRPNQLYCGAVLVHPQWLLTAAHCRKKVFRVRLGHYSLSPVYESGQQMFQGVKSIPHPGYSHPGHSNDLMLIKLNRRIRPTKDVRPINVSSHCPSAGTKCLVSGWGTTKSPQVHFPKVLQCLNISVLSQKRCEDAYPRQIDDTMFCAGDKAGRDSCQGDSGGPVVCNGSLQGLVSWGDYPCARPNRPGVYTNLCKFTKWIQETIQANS
An asterisk follows results filed as active; . = not tested or not shown; [ ] = remark or other dose.

SMILES | thrombin 1536 | Furin inhibitor | p97 inhibitor | FXIIa inh 1536 | Cl transport mod | Wee1 degr inh | PERK inh | FXIa inh 1536 | hK5 inh
O=C(CN1CC(=O)Oc2ccccc21)NCc1ccco1 | -2 | -19 | 5 | 1 | -0.57 | -1 | 0.7 | -6 | -257
O=C(CSc1ccccc1)Nc1cccnc1 | -4 | 3[20 µM] | 1 | 5 | 0.041 | 1 | 1.2 | -5 | 4
CCn1nnnc1SCC(=O)N1c2ccccc2CCc2ccccc21 | 2 | 6[20 µM] | 3 | 9 | -0.068 | -3 | -0.3 | 25 | -17
Cc1cc(C)c2[nH]c(=O)c(CN(CC3CCCO3)C(=O)C3CCCO3)cc2c1 (centres undefined) | 0 | -1 | -3 | 5 | -0.014 | -2 | -1.4 | -3 | -11
CC1(C)CC(=O)C=C(C(=O)N2CCCC(C(=O)c3cccc(Cl)c3)C2)O1 (centres undefined) | -7 | -21 | -3 | 11 | 0.58 | 2 | 0.2 | 0 | 6
CCc1ccc(/C=C2\SC(=S)N(CCCC(=O)Nc3ccccn3)C2=O)cc1 | 4 | -13 | -1 | -3 | 0.62 | -2 | 1.0 | 0 | -6
O=C1/C(=C\c2cccs2)N=C(c2cccs2)N1Nc1ccccc1 | 4 | -11[20 µM] | 5 | 20 | -0.43 | 3 | 0.2 | 10 | 0
C#Cc1cccc(NC(=O)CSc2nnc(-c3ccc(C(F)(F)F)cn3)o2)c1 | 1 | -13 | 2 | 4 | -0.39 | 0 | -0.7 | 3 | -6
CCOc1cc(CNCC(C)C)cc(Cl)c1OCc1ccccc1 | 6 | -21 | -5 | 3 | -0.29 | -2 | -0.5 | -8 | -6
COc1ccc(C(Nc2cc(C)ccn2)c2ccc3ccc(C)nc3c2O)cc1 (centres undefined) | 1 | -11 | 7 | 13 | 1.9 | 3 | -1.1 | 1 | -19

Given field by field: part of the list above
CCOc1cc(CNCC(C)C)cc(Cl)c1OCc1ccccc1
  thrombin 1536 = 6; Furin inhibitor = -21; p97 inhibitor = -5; FXIIa inh 1536 = 3; Cl transport mod = -0.29; Wee1 degr inh = -2; PERK inh = -0.5; FXIa inh 1536 = -8; hK5 inh = -6
COc1ccc(C(Nc2cc(C)ccn2)c2ccc3ccc(C)nc3c2O)cc1 (centres undefined)
  thrombin 1536 = 1; Furin inhibitor = -11; p97 inhibitor = 7; FXIIa inh 1536 = 13; Cl transport mod = 1.9; Wee1 degr inh = 3; PERK inh = -1.1; FXIa inh 1536 = 1; hK5 inh = -19

(listing goes on)
SMILES | thrombin 1536 | Furin inhibitor | p97 inhibitor | FXIIa inh 1536 | Cl transport mod | Wee1 degr inh | PERK inh | FXIa inh 1536 | hK5 inh
CC1CC2(C)Oc3ccccc3C3OCC1(CO)C(C)C32 (centres undefined) | 2 | -14[20 µM] | -2 | 13 | -0.19 | -2 | 1.4 | 0 | -12
CCCCc1ccc(-c2nc(-c3ccncc3)no2)cc1 | -4 | -18 | 5 | 8 | 0.64 | 0 | 0.5 | 0 | -11
O=C(CCCc1ccccc1)NCc1ccccc1 | -8 | -6 | 2 | 0 | . | -1 | 0.9 | -6 | -9
COc1cccc(N2CCN(C(=O)c3nc4nc(C)cc(C)n4n3)CC2)c1 | -1 | -3 | -5 | 11 | 0.22 | 4 | 1.4 | 4 | 19
CC(C)(C)C(=O)CSc1ncnc2c1cnn2-c1ccccc1 | -5 | -3 | -7 | 19 | 0.075 | -2 | -0.4 | 43* | 24
O=C(COC(=O)c1ccccc1NC(=O)C1CC1)c1ccc2c(c1)OCCO2 | -2 | -14 | 7 | 7 | -0.0059 | -3 | 0.1 | 12 | 2
CC1CC(NS(=O)(=O)c2cccs2)CC(C)(C)C1 (centres undefined) | -11 | -4[20 µM] | -2 | -7 | 1 | -1 | 0.1 | 1 | 2
O=C(Nc1nnc(SCc2ccccc2Cl)s1)C1COc2ccccc2O1 (centres undefined) | -5 | -13[20 µM] | 1 | 3 | 0.95 | 0 | 0.4 | -8 | 12
CCN(CC)C(=O)C1CCN(c2ncnc3c2cnn3-c2ccc(C)cc2C)CC1 | 2 | -23 | -2 | 8 | -0.025 | -1 | -0.5 | -1 | -20
Cc1noc(C)c1COC(=O)c1cccc(N(C)C)c1 | -6 | -17 | -8 | 1 | -0.63 | -3 | -0.6 | -2 | -13
CCOC(=O)c1[nH]c2ccc(F)cc2c1NC(=O)C(C)N1CCc2cc(OC)c(OC)cc2C1 (centres undefined) | 1 | -22[20 µM] | 0 | 19 | -0.88 | -2 | -1.3 | 6 | -1
COc1cc(NC(=O)C(=O)NNC(=O)C2CCCCC2)c(OC)cc1Cl | -6 | -8 | 4 | 7 | 51* | 2 | -0.1 | 8 | -50
O=C(c1ccc(F)cc1)[C@@H]1[C@@H](C(=O)c2ccccc2)[C@@]2(C(=O)Nc3ccccc32)[C@H]2c3ccccc3C=CN12 | -6 | -18 | 7 | 8 | -0.12 | -1 | -0.2 | 4 | -9
O=c1c2ccccc2nc2n1CCCCC2 | 3 | -3 | 7 | 17 | . | -1 | 0.5 | 3 | -22
Cc1ccc(-n2nc(C)c3c2OC(N)=C(C#N)C3c2ccoc2)cc1 (centres undefined) | 8 | -8 | 4 | 16 | . | 2 | 2.3 | 0 | -8
O=CN1CCN(C2CC(=O)N(c3ccc(Br)cc3)C2=O)CC1 (centres undefined) | -4 | -18 | 1 | -7 | -0.28 | -2 | 0.5 | -9 | -1
Cc1cc(=O)[nH]c(N2CCN(Cc3ccccc3)CC2)n1 | 0 | -19[20 µM] | -6 | 6 | 0.86 | -2 | -0.3 | -6 | -14
C/C=C/C(=O)Nc1cccc(C2=NOC3(C2)C[C@H](C(N)=O)N(C(=O)/C=C/C)C3)c1 (some centres undefined) | 1 | -25 | . | 9 | 0.58 | . | . | 3 | 5
CSc1cccc(NC(=S)N(CCN(C)C)C(C)c2ccccn2)c1 (centres undefined) | -5 | -20 | 6 | -2 | -0.29 | 4 | 0.4 | -5 | -8
CC(=O)N(CCCc1ccc(C(C)(C)C)cc1)CCCN(C)C | -1 | -6 | -3 | 13 | . | -1 | -0.8 | 4 | 2
O=c1cc(N2CCC3(CC2)OCCO3)[nH]c(=O)n1-c1ccc(Cl)cc1 | -7 | -1 | -2 | 7 | 0.72 | 6 | 0.2 | -9 | -15
CC(C)n1c(O)c(N=Nc2ccc(Cl)nn2)c2ccccc21 | -2 | -15 | 3 | 9 | 11* | -2 | 0.5 | 0 | 0
Cc1cc(NS(=O)(=O)c2ccc(NC(=O)CCSc3ccc(F)cc3)cc2)nc(C)n1 | -5 | -9 | -1 | 6 | -0.05 | 2 | 0.7 | -1 | -1
Cc1ccc(-c2csc(NC(=S)NC(=O)c3cc4ccccc4o3)n2)cc1 | 1 | 0 | 5 | 10 | 1.4 | 1 | 1.6 | 5 | -12
CCOc1cc(/C=C2/SC(=S)N(C)C2=O)ccc1Oc1ccc([N+](=O)[O-])cc1[N+](=O)[O-] | 3 | -25 | 1 | 4 | -0.9 | -3 | 0.2 | -4 | 2
O=[N+]([O-])c1cc2c(cc1[N+](=O)[O-])OCCOCCOCCOCCO2 | 1 | -29 | 3 | 7 | 0.39 | -1 | -0.1 | 4 | 0
COC(=O)c1ccc(Oc2nc(NC(C)(C)C)nc(N3CCOCC3)n2)cc1 | -3 | -21 | 4 | 4 | 0.17 | -2 | 1.0 | 0 | -3
CSc1ccc(C(=O)C2CCCN(S(=O)(=O)N(C)C)C2)cc1 (centres undefined) | -2 | -12 | -8 | 4 | -0.39 | -3 | -0.9 | -4 | -1
COc1ccc(CCN(C)C(=O)CSc2nnnn2C)cc1OC | 1 | -21 | 1 | 6 | 0.56 | -3 | 1.1 | 5 | 13
Cc1ccc(NC(=S)NC(NC(=O)c2ccco2)C(Cl)(Cl)Cl)cc1 (centres undefined) | -4 | -22[20 µM] | 4 | 10 | 8.2* | 1 | -1.3 | -2 | 0

Compounds from the list above that have a furan ring, fused or not, in the order listed:
SMILES | thrombin 1536 | Furin inhibitor | p97 inhibitor | FXIIa inh 1536 | Cl transport mod | Wee1 degr inh | PERK inh | FXIa inh 1536 | hK5 inh
O=C(CN1CC(=O)Oc2ccccc21)NCc1ccco1 | -2 | -19 | 5 | 1 | -0.57 | -1 | 0.7 | -6 | -257
Cc1ccc(-n2nc(C)c3c2OC(N)=C(C#N)C3c2ccoc2)cc1 (centres undefined) | 8 | -8 | 4 | 16 | . | 2 | 2.3 | 0 | -8
Cc1ccc(-c2csc(NC(=S)NC(=O)c3cc4ccccc4o3)n2)cc1 | 1 | 0 | 5 | 10 | 1.4 | 1 | 1.6 | 5 | -12
Cc1ccc(NC(=S)NC(NC(=O)c2ccco2)C(Cl)(Cl)Cl)cc1 (centres undefined) | -4 | -22[20 µM] | 4 | 10 | 8.2* | 1 | -1.3 | -2 | 0

(next part)
SMILES | thrombin 1536 | Furin inhibitor | p97 inhibitor | FXIIa inh 1536 | Cl transport mod | Wee1 degr inh | PERK inh | FXIa inh 1536 | hK5 inh
COc1ccc(S(=O)(=O)Nc2ccccc2C)cc1 | -2 | -6[20 µM] | 1 | 6 | . | -2 | -0.2 | -7 | 10
CCCCn1c(SCC(=O)N2CCCCC2)nc2cc(S(N)(=O)=O)ccc21 | 5 | -24 | 5 | 17 | 3 | 6 | 0.7 | 2 | -15
O=C(C1=C[C@H](c2ccc3c(c2)OCO3)C[C@H](OCCCCO)O1)N1CCN(Cc2ccccc2)CC1 | -1 | -4 | -2 | 4 | -2.1 | 3 | 0.7 | 0 | -1
Fc1ccccc1N1CCN(c2cnc3ccccc3n2)CC1 | -5 | -13[20 µM] | -5 | 2 | -0.86 | 0 | -0.9 | -11 | 23
COc1ccc(CCNC(=O)CSc2nnc3ccc(-c4cccnc4)nn23)cc1OC | 0 | -5 | -4 | 3 | -0.93 | 3 | 0.2 | -6 | -9

Complete entries, quoted from the list. Order of values: thrombin 1536 | Furin inhibitor | p97 inhibitor | FXIIa inh 1536 | Cl transport mod | Wee1 degr inh | PERK inh | FXIa inh 1536 | hK5 inh
Entry for `COc1ccc(S(=O)(=O)Nc2ccccc2C)cc1` → -2 | -6[20 µM] | 1 | 6 | . | -2 | -0.2 | -7 | 10
Entry for `CCCCn1c(SCC(=O)N2CCCCC2)nc2cc(S(N)(=O)=O)ccc21` → 5 | -24 | 5 | 17 | 3 | 6 | 0.7 | 2 | -15
Entry for `Fc1ccccc1N1CCN(c2cnc3ccccc3n2)CC1` → -5 | -13[20 µM] | -5 | 2 | -0.86 | 0 | -0.9 | -11 | 23

Source: PubChem
